Screens deposited in PubChem by several laboratories.
ADAM17 inh: ADAM17 inhibitors, primary screen, biochemical, QFRET; AID 720648, 2013; Disintegrin and metalloproteinase domain-containing protein 17 (Homo sapiens), P78536; inhibition, % at 6.95 µM; actives 0.83% (n = 370,000); recombinant ADAM17, EDANS/DABCYL FRET peptide cleavage;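 active = inhibition above the mean of compounds lying between control limits plus 3 SD, set per campaign, cut at about 8.5% in these data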;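 note: 0% = DMSO-only wells as the low control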
DAX1 inh-1: DAX1 (NR0B1) inhibitors, primary screen, cell-based, HEK293, Gal4-DAX1, luciferase luminescence; actives 0.99% (n = 340,000); AID 504766, 2011; Nuclear receptor subfamily 0 group B member 1 (Homo sapiens), P51843; HEK293 Gal4-DAX1 luciferase reporter; inhibition, % at 6.75 µM;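 active = inhibition above the mean over all tested compounds plus 3 SD, cut at about 4.2% in these data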;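 note: 0% = DAX1-transfected cells with DMSO and 100% = empty-vector control cells with DMSO; inhibition shows as a rise in luminescence from relieved DAX1 repression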
hcDAF-12 act: H. contortus DAF-12 nuclear receptor activators, primary screen, cell-based, luminescence, HEK293, lit1-tk-luc reporter; HEK293 hcDAF-12 lit1-tk-luc reporter; 0% DMSO, 100% Δ7-dafachronic acid; actives 1.4% (n = 370,000); activation, % at 6.8 µM; AID 652067, 2013;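 active = activation above the mean of all tested compounds plus 3 SD, cut at about 5.5% in these data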;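 note: 100% = response to 3 µM Δ7-dafachronic acid high control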
FXN GAA850 act: FXN promoter activators, primary screen, cell-based, luciferase luminescence, HEK293 lucGAA850 | actives 0.56% (n = 360,000) | activation, % at 6 µM | HEK293 lucGAA850 FXN promoter luciferase reporter, 24 h; percent of 10 µM SAHA response;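 active = activation above the average of all compounds screened plus 3 SD, cutoff fixed separately per campaign, cut at about 7.5% in these data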;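 note: 0% = DMSO wells and 100% = 10 µM SAHA wells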
hgDAF-12 ag: H. glycines DAF-12 receptor agonists, primary screen, cell-based, luminescence, HEK293, GAL4 fusion, UAS-luciferase | Nuclear hormone receptor DAF-12 (Heterodera glycines), GAL4 fusion | HEK293 GAL4-hgDAF12 UAS-luciferase reporter, agonist luminescence; normalized to butyrate control | activation, % at 6.8 µM | actives 1.8% (n = 370,000) | AID 687014, 2013;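 active = activation above a cutoff set at the mean of all screened compounds plus 3 SD, cut at about 10% in these data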;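 note: 0% = DMSO wells and 100% = sodium butyrate wells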
DAX1 inh-2: DAX1 (NR0B1) inhibitors on StAR promoter, primary screen, cell-based, luminescence, SF-1 (NR5A1), full-length DAX-1. HEK293T StAR-luciferase reporter, SF-1/DAX-1 repression relief. inhibition, % at 6.8 µM. actives 1.1% (n = 370,000). AID 652010, 2013;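 active = inhibition above the mean over all tested compounds plus 3 SD, cut at about 3.6% in these data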;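 note: 0% = DAX-1 cells with DMSO and 100% = cells lacking DAX-1 with DMSO; higher inhibition means more luminescence from relief of DAX-1 repression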
ADAM10 inh: human ADAM10 inhibitors, primary screen, biochemical, QFRET, HTS | AID 720582, 2013 | actives 0.62% (n = 370,000) | inhibition, % at 7 µM | recombinant ADAM10, EDANS/DABCYL FRET peptide cleavage, 3 h;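 active = inhibition above a per-campaign cutoff equal to the mean of compounds falling between control-based bounds plus 3 SD, cut at about 20% in these data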;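 note: 0% = DMSO wells while the 100% control is not disclosed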
GC-A act: GC-A stimulated cGMP production enhancers – HEK293 GC-A cells, cGMP TR-FRET, EC30 ANP, primary screen; actives 0.14% (n = 370,000); activation, % at 10 µM; 0% at EC30 ANP, 100% saturating ANP; in the data active = activation above about 40%
Target sequence (P16066 whole entry, looked up): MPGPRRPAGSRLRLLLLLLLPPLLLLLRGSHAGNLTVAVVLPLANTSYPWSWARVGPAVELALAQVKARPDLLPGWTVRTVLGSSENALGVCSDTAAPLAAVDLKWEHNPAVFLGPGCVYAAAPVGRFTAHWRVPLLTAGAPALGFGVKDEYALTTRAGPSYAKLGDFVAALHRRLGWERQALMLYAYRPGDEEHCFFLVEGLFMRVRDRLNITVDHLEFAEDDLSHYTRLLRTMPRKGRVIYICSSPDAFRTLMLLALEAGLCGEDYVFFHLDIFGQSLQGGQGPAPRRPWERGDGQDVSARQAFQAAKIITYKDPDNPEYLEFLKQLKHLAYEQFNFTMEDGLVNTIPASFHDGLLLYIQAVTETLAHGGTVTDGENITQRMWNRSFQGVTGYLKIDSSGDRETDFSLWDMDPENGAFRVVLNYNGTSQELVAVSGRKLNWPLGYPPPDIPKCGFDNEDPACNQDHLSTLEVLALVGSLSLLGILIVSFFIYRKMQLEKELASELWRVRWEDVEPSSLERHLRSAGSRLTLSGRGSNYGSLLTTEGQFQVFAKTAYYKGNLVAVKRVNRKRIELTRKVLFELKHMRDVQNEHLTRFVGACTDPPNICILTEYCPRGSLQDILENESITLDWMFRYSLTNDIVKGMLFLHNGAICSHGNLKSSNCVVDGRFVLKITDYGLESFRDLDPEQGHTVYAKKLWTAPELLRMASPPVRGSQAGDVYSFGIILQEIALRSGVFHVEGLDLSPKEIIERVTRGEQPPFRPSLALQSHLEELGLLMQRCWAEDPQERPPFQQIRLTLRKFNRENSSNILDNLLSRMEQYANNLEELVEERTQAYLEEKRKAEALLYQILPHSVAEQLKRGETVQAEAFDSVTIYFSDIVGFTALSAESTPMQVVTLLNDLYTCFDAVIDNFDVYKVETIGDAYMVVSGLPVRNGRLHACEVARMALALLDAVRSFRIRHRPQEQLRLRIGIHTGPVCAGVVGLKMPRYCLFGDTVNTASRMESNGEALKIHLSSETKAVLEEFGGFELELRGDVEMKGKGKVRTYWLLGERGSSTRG
ssDAF-12 act: S. stercoralis DAF-12 nuclear receptor activators, primary screen, cell-based, luminescence, HEK293, GRIP1 co-expression, lit1-tk-luc. Nuclear hormone receptor DAF-12 (Strongyloides stercoralis). HEK293 ssDAF-12/GRIP1 lit1-tk-luc reporter; % of 3 µM dafachronic acid response. activation, % at 6.8 µM. actives 1% (n = 370,000);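 active = activation above the mean over all tested compounds plus 3 SD, cut at about 0.9% in these data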;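 note: 0% = DMSO-only wells and 100% = 3 µM delta7-dafachronic acid wells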
PG9 binder: binders of HIV-1 gp120 antibody PG9, primary screen, biochemical, TR-FRET; TR-FRET gp120-PG9 antibody binding; inhibition, % at 6.7 µM; HIV-1 gp120 / PG9 antibody interaction; actives 0.43% (n = 360,000); AID 624416, 2012; in the data active = inhibition above about 8.5%
SMARCA2 activ: SMARCA2 (BRM) function activators, primary screen, cell-based, luminescence, high throughput; activation, % at 9.1 µM; AID 652017, 2013; MG213 cells, MMTV-luciferase reporter, dexamethasone, overnight; actives 1% (n = 370,000); in the data active = activation above about 7.8%;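 note: 0% = vehicle wells and 100% = reference activator wells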
* marks the source's active call; other numbers are inactive results; . = not tested or not shown.

Fields: ADAM17 inh, DAX1 inh-1, hcDAF-12 act, FXN GAA850 act, hgDAF-12 ag, DAX1 inh-2, ADAM10 inh, GC-A act, ssDAF-12 act, PG9 binder, SMARCA2 activ
1. COC(=O)c1c(NC(=O)C(=O)NCC2CCCO2)sc2c1CC(C)(C)OC2 (configuration not stated)
→ 1.6, 0.2, 0.4, -1.1, -0.3, -1.1, -3.1, 1.8, -1.1, -0.4, -1.8
2. CC1(C)CC(=O)C=C(c2ccc(F)cc2OCc2ccccc2)C1
→ -3.2, -0.1, -0.4, 7.5, 0.2, -0.1, -5.3, 4.6, -1.3, -1.1, 1.3
3. COc1ccc(Cl)cc1NC(=O)C(C)Sc1nncn1C (configuration not stated)
→ 1.1, 0.4, 1.0, -0.9, 3.9, 0.3, 4.4, -0.8, -1.3, 0.7, 0.3
4. O=C(COc1ccc(F)cc1)Nc1cc(Cl)ccc1-n1cncn1
→ -6.1, -0.8, 1.2, 5.7, 0.8, 1.2, 4.5, 2.0, -0.8, 3.7, 1.8
5. CC(=O)NC1(c2cccc(F)c2)CCN(C(=O)Nc2ccc(C#N)cc2)CC1
→ -4.3, -1.2, -1.7, -1.7, -2.2, -0.3, -14.8, -1.4, -0.5, 4.0, -1.8
6. Cc1cc(C(=O)Nc2cc(C(F)(F)F)ccc2N2CCOCC2)no1
→ -0.8, 1.6, 0.6, 1.2, 3.4, 0.8, -1.7, 0.2, -0.6, -0.5, -0.9
7. COC(=O)c1ccc(NCC(=O)c2ccccc2)cc1
→ -5.6, 2.8, 2.6, 1.5, 5.7, 2.1, -2.2, 1.6, -0.6, 0.2, 6.4
8. CCCCn1c(N)c(N(CCOC)C(=O)c2cccc(S(=O)(=O)N(CC)c3ccccc3)c2)c(=O)[nH]c1=O
→ -0.7, 0.3, 0.6, -0.1, 3.5, -1.6, -4.4, 2.2, -0.7, 0.5, -0.6
9. CCCCCCN(C(=O)CCCCCN1C(=O)NC(c2ccc(Cl)cc2)C(C(=O)OCc2ccccc2)=C1C)C(C(=O)NCCCC)c1ccc(OCC(=O)OC)c(C(=O)OC)c1 (configuration not stated)
→ -1.3, ., 0.7, ., -1.6, -0.3, 5.1, -3.1, -0.8, -0.9, -0.2
10. COCCN1C(=O)c2oc3cc(C)c(C)cc3c(=O)c2C1c1ccc(O)cc1 (configuration not stated)
→ 0.0, 1.8, -0.5, -0.5, -1.0, 0.1, -7.5, 2.8, -1.7, 0.4, -4.5

Ordered by value in PG9 binder (low to high): some entries from above
entry	structure	ADAM17 inh	DAX1 inh-1	hcDAF-12 act	FXN GAA850 act	DAX1 inh-2	ADAM10 inh	GC-A act	ssDAF-12 act	PG9 binder	SMARCA2 activ
1	COC(=O)c1c(NC(=O)C(=O)NCC2CCCO2)sc2c1CC(C)(C)OC2 (configuration not stated)	1.6	0.2	0.4	-1.1	-1.1	-3.1	1.8	-1.1	-0.4	-1.8
7	COC(=O)c1ccc(NCC(=O)c2ccccc2)cc1	-5.6	2.8	2.6	1.5	2.1	-2.2	1.6	-0.6	0.2	6.4
8	CCCCn1c(N)c(N(CCOC)C(=O)c2cccc(S(=O)(=O)N(CC)c3ccccc3)c2)c(=O)[nH]c1=O	-0.7	0.3	0.6	-0.1	-1.6	-4.4	2.2	-0.7	0.5	-0.6

(next part)
Fields: ADAM17 inh, DAX1 inh-1, hcDAF-12 act, FXN GAA850 act, hgDAF-12 ag, DAX1 inh-2, ADAM10 inh, GC-A act, ssDAF-12 act, PG9 binder, SMARCA2 activ
11. Cc1sc2nc(CSCC(=O)NC3CCCCC3)[nH]c(=O)c2c1C
→ -9.3, 0.2, -1.7, 0.6, -0.3, 0.2, -19.5, -2.1, -1.4, 0.8, -0.6
12. CC(=O)NC(c1ccccc1)c1nc(-c2cncnc2)cs1 (configuration not stated)
→ -2.5, ., 1.8, 0.6, 0.4, 1.1, -1.1, 1.2, -1.2, 0.5, -4.4
13. COc1ccc(Cl)cc1NC(=O)CSc1nc2sccc2c(=O)[nH]1
→ -1.8, -0.2, -1.5, -0.1, -3.0, 0.4, 1.8, -3.4, -1.3, -2.0, -5.0
14. CC1=CC(=O)C=CC1=Nc1ccc(N(C)C)cc1
→ 1.4, ., -3.1, ., -5.0, -3.4, 2.3, -4.2, -1.0, 4.7, -5.6
15. CCN(CC(=O)Nc1c(F)cccc1F)C(=O)CCCSc1nc2ccccc2[nH]1
→ -4.2, 1.3, -1.9, -1.0, -2.1, -0.1, -10.2, -12.9, -1.1, 3.2, -4.5
16. Cc1ccc(NC(=O)NC2CCCCC2)cc1Cl
→ -2.0, 3.5, 1.9, 4.4, 12.4*, 1.9, 2.8, 7.1, 0.2, -0.5, 3.4
17. CS(=O)(=O)N1CCc2cc(-c3csc(NCC4CCCO4)n3)ccc21 (configuration not stated)
→ 2.0, -0.7, 1.2, -1.6, -4.3, -0.7, -22.2, 3.9, 0.0, 1.2, -7.1
18. CCCn1c(SCC(=O)NC(C)C23CC4CC(CC(C4)C2)C3)n[nH]c1=O (configuration not stated)
→ -3.4, -0.7, 0.2, 2.9, -0.3, -0.2, 8.1, -2.9, -1.2, -1.3, 1.1
19. Cc1nn(C)cc1C(C(=O)NC1CCCCC1)N(CCc1ccccc1)C(=O)c1cnccn1 (configuration not stated)
→ 0.4, 0.6, -1.7, -2.2, -0.4, 0.9, -9.4, -2.7, -1.8, -1.1, -2.4
20. Cc1nnc(N2C(=O)C(O)=C(C(=O)c3ccco3)C2c2ccc(C(C)C)cc2)s1 (configuration not stated)
→ -2.1, -0.2, 3.8, 3.1, 0.8, 0.6, -6.8, 1.1, -0.1, 6.8, 0.8
21. O=C(Nc1ccccc1C(=O)NCC1CCCO1)c1ccc(Cl)cc1 (configuration not stated)
→ 0.0, 0.0, -2.2, 0.4, 0.1, -2.2, -19.0, -4.3, -1.2, -1.6, -0.1
22. NS(=O)(=O)c1ccc(NC(=S)N2CCC(Cc3ccccc3)CC2)cc1
→ -2.2, 2.1, -0.1, 0.4, -0.7, -0.7, -3.9, 8.4, -1.4, -1.0, -2.0
23. CCOC(=O)N1CCC(NC(=O)c2ccc(Cl)cc2)CC1
→ -1.3, 1.2, 2.1, 1.7, 0.2, 0.1, 8.7, 0.1, -0.7, -2.3, -6.1
24. O=C(CCC1CCCCC1)Nc1ccccc1C(=O)N1CCOCC1
→ -5.0, 0.1, -1.8, -0.9, -1.3, -0.2, -9.9, -0.8, -1.8, 1.3, -0.6
25. COC(=O)C1CCN(C(=O)COC(=O)CSc2ccc(C(N)=O)cc2[N+](=O)[O-])CC1
→ -2.0, 1.2, 1.2, 1.0, -0.8, 0.8, -6.0, -3.0, -1.3, -1.0, 3.8
26. COc1ccc(C(NC(=O)C2CCN(CCOc3ccc(Cl)cc3Cl)CC2)c2cccs2)cc1 (configuration not stated)
→ -2.1, ., -1.2, -0.8, 0.0, -0.8, -9.6, -2.4, -1.3, 0.4, -2.9
27. O=C(COc1cccc(Br)c1)N/N=C1\CCSC1
→ -1.7, 1.2, -1.1, 0.3, 1.1, -0.3, -5.2, 1.5, -1.1, 0.8, -2.6
28. Cc1ccc(N2C(=O)CC(N3CCN(c4ccc(F)cc4)CC3)C2=O)c(C)c1 (configuration not stated)
→ 3.5, 1.0, 0.7, -1.8, -0.4, 0.3, 4.2, -2.0, -1.3, -1.1, -2.6
29. CC(C)CNC(=O)CSc1ccc(S(=O)(=O)N2CCN(C)CC2)cn1
→ -3.8, 1.1, -0.5, 0.1, 1.9, -2.3, -4.5, 1.4, -1.1, -1.6, -3.5
30. CCOc1ccccc1C=C1SC(=S)N(CC)C1=O
→ 0.1, 0.5, 0.0, -1.4, -0.8, -0.3, 6.0, -2.8, -1.1, -0.5, 4.8
31. Cc1oc2c(c1C(=O)Nc1cccc3ccccc13)CCCC2
→ -2.0, 0.0, -1.3, -0.6, 0.7, -1.0, 0.4, 0.8, -1.4, 0.4, -1.1
32. Cc1ccc(C)c(OCc2nnc(NC(=O)c3ccco3)s2)c1
→ 0.1, 3.3, -0.6, -0.9, -2.1, -0.1, 3.1, 6.6, -0.6, 0.9, -0.8
33. Cc1nn(C2CCCO2)c(=O)nc1N (configuration not stated)
→ -0.9, ., -0.5, ., 4.6, 0.5, 0.4, 3.0, -0.6, -2.9, -1.6
34. CCOC(=O)C(C)Oc1ccc2c(CC)cc(=O)oc2c1C (configuration not stated)
→ -29.8, -0.1, -0.1, 1.9, -0.3, 0.0, -92.0, 2.5, -1.0, 0.3, -0.8
35. Cn1c(CCNC(=O)c2ccccc2F)nnc1SCC(=O)Nc1ccccc1F
→ -6.0, -0.4, 0.8, -0.6, 1.7, -1.3, -9.3, 0.6, -1.9, 0.6, -0.9
36. N#C/C(=C\c1c(N2CCC(C(N)=O)CC2)nc2ccccn2c1=O)C(=O)NCc1ccco1
→ -52.0, -0.4, 0.8, 1.2, 3.0, 0.1, -162.4, 3.5, 0.5, 1.3, -2.5
37. COc1cccc(-c2nn(-c3ccccc3)cc2CN(C)Cc2ccno2)c1
→ -0.1, -1.5, -2.5, -1.0, -2.8, -0.2, 5.0, 3.2, -1.8, -0.6, -4.8
38. CCCCCCOC(=O)Cc1c(C)nc(-c2ccccc2)[nH]c1=O
→ -0.9, -0.9, -0.1, -0.8, -0.4, 0.3, 9.6, 1.5, -1.1, 0.6, -0.4
39. Cc1ccc(C(=O)COC(=O)CNC(=O)c2ccccc2)s1
→ -12.9, -0.4, 0.5, 1.3, 0.3, 0.1, -10.3, 3.4, -0.9, -0.5, -0.6
40. COc1cccc2c1Oc1ncccc1N(C(=O)CCC(=O)NCc1ccccc1F)C2
→ -5.4, 0.1, -2.2, -0.1, 0.3, -0.2, -1.1, -1.7, -1.1, -1.7, 0.9

Not a hit list. Share with any hit: about 6.8%.
